HIF activator: HIF pathway transcriptional activation | hit rate 0.32% among 300,000 | U2OS HRE-luciferase reporter, luminescence; normalized: DMSO 0%, desferrioxamine 100% | activation, % at 7.5 µM (by protocol);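 active = mean activation of at least 10% of the iron chelator positive control signal, with at least half of replicates also reaching 10%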
AI-2 QS modul: modulates the Vibrio harveyi AI-2 quorum sensing system | Vibrio harveyi JMH597 AI-2 luminescence/OD600 ratio, 9 h; active compounds read low; strain lacks LuxN and CqsS sensors; 0 = neutral-control median | activity change, % at 7.5 µM | hit rate 0.4% among 300,000 | AID 2094; in the data active = activity change below about -75%, passing the limit was not always enough;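 also: luminescence divided by OD600 gain over 9 h not by final OD600 alone; inactives centre near 13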
MrgX1 agonist: agonists of human MrgX1 receptor | Q96LB2 | MrgX1-HEK293 cells, Fluo-4 calcium fluorescence, agonist mode; active compounds read high | B-score at 10 µM | hit rate 0.44% among 310,000;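 active = calcium response B-score plate-corrected fluorescence ratio at least 3 library SD, with starting fluorescence B-score inside 5 SD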
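Assay system: stable human MrgX1 HEK293 cell line. Quantity: 15,000 cells per well. Schedule: cells plated overnight, dye loaded 0.5 h 37 °C, 0.5 h room temperature. Detection: Fluo-4 NW calcium-flux fluorescence, kinetic read. Read-out basis: peak-minus-minimum fluorescence over baseline, converted to B scores. Control set: positive and negative control wells on each plate.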
TRPC4 PAM: allosteric potentiators of mouse TRPC4 channel. Q9QUQ5. HEK293 TRPC4beta/mu-opioid, DAMGO EC20, Fluo-4 Ca2+ flux; active compounds read high. B-score at 10 µM. hit rate 0.42% among 310,000. AID 2227;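 active = B-score of calcium response area above 5 SD of library B-scores, with initial fluorescence ratio within 5 SD of library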;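 also: B-score of integrated fluorescence ratio over time as area under calcium response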
TRPC4 act: activators of mouse TRPC4 channel; Q9QUQ5; HEK293 TRPC4beta/mu-opioid, Fluo4 calcium fluorescence; active compounds read high; B-score at 10 µM; hit rate 0.49% among 310,000; AID 2237;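 active = B-score above 5 SD of library B-scores, and initial fluorescence ratio not above library mean plus 5 SD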;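 also: positive B-score marks a calcium rise read as TRPC4 activation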
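system = HEK293 cells stably co-expressing mouse TRPC4beta and mu-opioid receptor | schedule = Fluo4 dye loading 45 min at room temperature, 110 s recording | measure = B-scored integrated calcium fluorescence ratio | signal = Fluo4 calcium-sensitive dye fluorescence, kinetic, 1 Hz baseline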
TRPC6 activator: activators of mouse TRPC6 channel. hit rate 0.13% among 310,000. AID 2550. B-score at 10 µM. HEK293-TRPC6 membrane potential dye fluorescence; active compounds read high;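 active = B-score of the integrated fluorescence ratio above library mean plus 3 SD, and starting fluorescence ratio within library mean plus 5 SD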;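 also: higher score means more depolarization so channel activation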
Target sequence (Q61143 whole entry, looked up): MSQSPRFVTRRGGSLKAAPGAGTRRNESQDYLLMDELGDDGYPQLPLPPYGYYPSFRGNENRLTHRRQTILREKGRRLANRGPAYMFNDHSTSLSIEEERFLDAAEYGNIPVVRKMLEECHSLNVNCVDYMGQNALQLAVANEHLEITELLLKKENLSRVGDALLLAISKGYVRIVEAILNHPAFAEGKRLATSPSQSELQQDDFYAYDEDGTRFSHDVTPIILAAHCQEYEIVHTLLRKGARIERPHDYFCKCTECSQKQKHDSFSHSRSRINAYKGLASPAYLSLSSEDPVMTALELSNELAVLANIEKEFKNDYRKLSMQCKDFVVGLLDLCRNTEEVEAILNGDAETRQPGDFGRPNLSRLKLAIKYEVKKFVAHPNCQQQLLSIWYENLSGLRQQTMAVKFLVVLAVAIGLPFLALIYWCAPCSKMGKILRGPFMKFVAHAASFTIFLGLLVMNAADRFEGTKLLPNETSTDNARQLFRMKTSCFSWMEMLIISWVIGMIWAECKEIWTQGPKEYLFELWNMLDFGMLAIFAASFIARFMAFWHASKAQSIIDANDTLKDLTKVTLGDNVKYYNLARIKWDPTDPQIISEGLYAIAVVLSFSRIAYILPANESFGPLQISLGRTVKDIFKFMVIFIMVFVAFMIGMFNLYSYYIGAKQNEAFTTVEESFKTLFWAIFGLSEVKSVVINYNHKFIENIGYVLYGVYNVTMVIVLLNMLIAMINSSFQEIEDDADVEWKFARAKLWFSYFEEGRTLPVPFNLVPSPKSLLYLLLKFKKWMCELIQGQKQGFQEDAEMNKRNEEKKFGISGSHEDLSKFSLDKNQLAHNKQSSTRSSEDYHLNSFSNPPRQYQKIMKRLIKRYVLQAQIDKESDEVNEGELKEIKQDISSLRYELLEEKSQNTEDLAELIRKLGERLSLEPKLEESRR
MrgX1 PAM: human MrgX1 positive allosteric modulation, primary screen | Q96LB2 | MrgX1-HEK293, Fluo-4 calcium flux, FDSS; active compounds read high | B-score at 10 µM | hit rate 0.63% among 310,000;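 active = plate-corrected calcium response at least 3 library SD above typical, normal starting fluorescence, not activating the receptor alone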;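 also: compound read alongside a low EC10 to EC30 dose of BAM8-22 agonist; peak minus trough fluorescence over baseline measured at the second addition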
MrgX1 antagonist: human MrgX1 receptor antagonism, primary screen | AID 588676 | Q96LB2 | MRGX1-HEK293 calcium flux, Fluo-4, BAM8-22 antagonism; active compounds read low | B-score at 10 µM | hit rate 1.3% among 310,000;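 active = calcium-response B-score plate-corrected more than 3 library SD below zero, starting fluorescence within 5 deviations, no agonist response on first addition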;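 also: peak minus trough fluorescence over baseline after final BAM8-22 challenge near maximal dose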
TRPC4 block: inhibitors of mouse TRPC4 channel | AID 2247 | hit rate 0.39% among 300,000 | B-score at 10 µM | HEK293 TRPC4beta/mu-opioid, DAMGO-evoked Fluo4 calcium flux; active compounds read low;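 active = B-score over 3 SD under the library average, no early fluorescence shift, positive overall ratio signal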
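Signal: kinetic Fluo4 fluorescence imaging of calcium influx. Material: stable TRPC4beta/mu-opioid receptor HEK293 cells. Probe or stimulus: DAMGO in two steps, submaximal then maximal.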
TRPC6 inhibitor: mouse TRPC6 channel inhibition | Q61143 | HEK293-TRPC6, membrane potential dye, ACh-evoked depolarization; active compounds read low | B-score at 10 µM | hit rate 1.1% among 310,000;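 active = B-score under library mean minus 3 SD, initial fluorescence not abnormally high, positive integrated signal ratio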;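 also: B-score derived from integrated fluorescence ratio over the kinetic read; more negative B-score means stronger inhibition of depolarization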
PolyA inh: inhibitors of polyadenylation in S. cerevisiae; S. cerevisiae SKY197-pL101 polyadenylation reporter, beta-gal luminescence; efflux-impaired pdr1/pdr3 knockout yeast; score 100 = 6 SD above DMSO; calls only at 12 µM; AID 1875; hit rate 0.02% among 300,000;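 active = lowest replicate activity score at least 50, where 100 means six control SD above control mean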;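 also: yeast exposed to compound for 9 h at 30 °C; higher score means more reporter readthrough which indicates perturbed polyadenylation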
* = called active by the depositor; i = inactive; . = no result given.

SMILES	HIF activator	AI-2 QS modul	MrgX1 agonist	TRPC4 PAM	TRPC4 act	TRPC6 activator	MrgX1 PAM	MrgX1 antagonist	TRPC4 block	TRPC6 inhibitor	PolyA inh
C/C(=N\O)C(C)(C)Nc1ccc(Cl)cc1	-0.1	22	44*	i	i	i	i	i	i	i	i
CCOc1ccc(NC(=O)CSc2nc3ccccc3c(=O)n2CCCC(=O)NCC2CCCO2)cc1 (configuration not stated)	-0.3	12	i	i	i	i	i	i	i	i	i
CCSc1cc(Cl)nc(N)n1	-0.1	41	i	i	i	i	i	i	i	i	i
O=C(/C=C/c1ccccc1)NC(=S)Nc1ccc2c3c(cccc13)CC2	-0.2	33	i	i	i	i	i	-14*	i	i	i
Cc1ccc(C)n1C(CC(=O)O)c1ccc(C#N)cc1 (configuration not stated)	-0.2	0	i	i	i	i	i	i	i	i	i
CCCCC(=O)Nc1cccc2c1C(=O)N(c1ccccc1)C2=O	0.0	-3	i	24*	i	i	i	i	i	i	i
CCN1C(=O)/C(=C/c2ccc(OC)c(OC)c2)N=C1SCC(=O)NCc1ccco1	-0.1	20	i	i	i	i	i	i	i	i	i
CCOc1cc(NC(=S)NCCCN2CCOCC2)c(OCC)cc1NC(=O)C(C)C	0.1	37	i	i	i	i	i	i	i	i	i
CCC(C)[C@H]1COCCS(=O)(=O)N1Cc1ccc(Br)cc1 (some centres not stated)	0.4	6	i	i	i	i	i	i	i	i	i
CCn1cc(C(=O)NCCCOC)c(=O)c2cc(S(=O)(=O)N3CCCC3)ccc21	0.7	13	i	i	i	i	i	i	i	i	i
CCc1c(C(=O)Nc2cc(C)ccc2OC)[nH]c(C)c1C(C)=O	0.3	25	i	i	i	i	i	i	i	i	i
Cc1cc(C)cc(OCCNC(=O)C2CCN(S(=O)(=O)c3ccccc3)CC2)c1	-0.1	25	i	i	i	i	i	i	i	i	i
CCc1ccc(C(=O)N2CCN(c3ccc(NC(=O)c4ccco4)cc3)CC2)cc1	0.2	13	i	i	i	i	i	i	i	i	i
CSc1ccc(CNc2ccccn2)cc1	2.8	21	i	i	i	i	i	i	i	i	i
O=C(COc1cccc2ccccc12)NNC(=O)CSCCO	.	31	i	i	i	i	i	i	i	i	i
O=[N+]([O-])c1ccc2[nH]nc(-c3ccccc3)c2c1	0.0	-7	i	i	i	i	i	i	-6*	i	i
CC(C)=CCc1cc2c(=O)c3c(O)c4c(cc3oc2c(O)c1O)OC(C)C4(C)C (configuration not stated)	3.5	-12	i	i	i	i	i	i	i	i	i
CC(C)(C)OC(=O)CNC(=O)c1[nH]cnc1C(=O)N[C@@H](CCCCNC(=O)OC(C)(C)C)C(=O)OC(C)(C)C	-0.4	13	i	i	i	i	i	i	i	i	i
Cc1ccc(Cn2nnc3c(=O)n(CC(=O)NCc4ccc5c(c4)OCO5)cnc32)cc1	0.8	30	i	i	i	i	i	i	i	i	i
Cc1ccc(S(=O)(=O)CCC(O)c2ccc(Cl)cc2)cc1 (configuration not stated)	1.0	12	i	i	i	i	i	i	i	i	i
CC(C)Cc1nc(N2CCN(C(=O)c3ccco3)CC2)c(C#N)c2c1CCCC2	-1.0	0	i	i	i	i	i	i	i	i	i
O=[N+]([O-])c1ccc(NC(=S)N2CCN(c3ccc(F)cc3)CC2)cc1	0.1	8	i	i	i	i	i	i	i	i	i
CCOC(=O)CSc1nnc(CNc2cccc(Cl)c2)n1-c1ccccc1	-0.1	12	i	i	i	i	i	i	i	i	i
CC(C)c1nnc(NC(=O)CCC(=O)NC2CCCCC2)s1	-0.2	13	i	i	i	i	i	i	i	i	i
COc1ccnc(Oc2ccc(F)cc2)c1C(=O)N/C=N/OCc1ccc(F)cc1	0.2	26	i	i	i	i	i	i	i	i	i
Cc1cc(C(=O)OCC(=O)c2ccc3c(c2)NC(=O)CO3)c2ccccc2n1	0.1	25	i	i	i	i	i	i	i	i	i
O=C(NCCSCc1ccccc1)c1ccccc1	0.2	2	i	i	i	i	i	i	i	i	i
Cc1ccc(NC2=CC(=O)CC(c3ccccc3)C2)cc1 (configuration not stated)	0.4	13	i	i	i	i	i	i	i	i	i
CCO[C@H]1OC(C(=O)N2CCN(C)CC2)=C[C@@H](c2ccc3c(c2)OCO3)[C@@H]1CCCO	-1.2	4	i	i	i	i	i	i	i	i	i
CC(=O)c1cc(CN2CCN(C3CCCCC3)C(CCO)C2)cs1 (configuration not stated)	-0.1	2	i	i	i	i	i	i	i	i	i

TRPC4 block: entries above that show a hit
SMILES	AI-2 QS modul	MrgX1 agonist	TRPC4 PAM	TRPC4 act	TRPC6 activator	MrgX1 antagonist	TRPC4 block	PolyA inh
O=[N+]([O-])c1ccc2[nH]nc(-c3ccccc3)c2c1	-7	i	i	i	i	i	-6*	i

Other records:
SMILES	HIF activator	AI-2 QS modul	MrgX1 agonist	TRPC4 PAM	TRPC4 act	TRPC6 activator	MrgX1 PAM	MrgX1 antagonist	TRPC4 block	TRPC6 inhibitor	PolyA inh
CC(C)COC(=O)c1ccc(N2C(=O)c3ccccc3C2=O)cc1	0.4	31	i	i	i	i	i	i	i	i	i
O=C(Nc1ccccc1[N+](=O)[O-])C1COc2ccccc2O1 (configuration not stated)	3.5	17	i	i	i	i	i	i	i	i	i
Cc1ccc(Oc2ccc(Cl)cc2NC(=O)c2cnccn2)cc1	-0.3	9	i	i	i	i	i	i	i	i	i
COc1ccc(Cl)cc1NC(=O)CSc1sc2c(O)cc(=O)[nH]c2c1C#N	-0.3	-10	i	i	i	i	i	i	i	i	i
Cc1ccc(S(=O)(=O)n2c(C)nc3ccccc32)cc1	-0.1	20	i	i	i	i	i	i	i	i	i
Cc1ccc(C(=O)NNC(=O)CSc2nnc(CNc3ccc(F)cc3)n2C)cc1	0.2	19	i	i	i	i	i	i	i	i	i
COc1cc(C(=S)N2CCOCC2)ccc1OC(=O)Cc1ccc(F)cc1	0.0	24	i	i	i	i	i	i	i	i	i
Cc1ccc(S(=O)(=O)/N=C2/NC(=O)/C(=C/c3ccncc3)S2)cc1	1.5	19	i	i	i	i	i	i	i	i	i
O=C(c1ccco1)c1nnn(Cc2ccccc2)c1-c1ccccc1	-0.3	25	i	i	i	i	i	i	i	i	i
Cc1occc1-c1nnc(SCC(=O)NCc2ccco2)n1CC(C)C	-0.7	-3	i	i	i	i	i	i	i	i	i
O=C(CNCCc1ccc(Cl)cc1Cl)NCc1ccco1	-0.3	16	i	i	i	i	i	i	i	i	i
COc1ccccc1CNc1nc2nc3c(c(=O)n2[nH]1)CCC3	0.1	32	i	i	i	i	i	i	i	i	i
N#C/C(N=Nc1ccccc1O)=N\Nc1ccccc1O	1.1	24	i	i	i	i	i	i	i	i	.
CCOC(=O)C1CCCN(Cc2ccc(OCC)cc2)C1 (configuration not stated)	-0.5	17	i	i	i	i	i	i	i	i	i
O=C(CCCn1cc([N+](=O)[O-])cn1)Nc1cccnc1	-0.3	12	i	i	i	i	i	i	i	i	i
COc1ccccc1-c1nc(C#N)c(N2CCCCCC2)o1	0.2	46	i	i	i	i	i	i	i	i	i
CC(=O)Nc1ccc(NC(=O)CCCc2c[nH]c3ccccc23)cc1	0.4	5	i	i	i	i	i	i	i	i	i
CCC(C)N(C(=O)Cn1nnc2ccccc21)C(C(=O)NCc1ccco1)c1cccc(OC)c1 (configuration not stated)	-0.4	9	i	i	i	i	i	i	i	i	i
Fc1ccc(NC(=S)Nc2cccc3cnccc23)cc1	0.5	-2	i	i	i	i	i	i	i	i	i
O=C(NC1CC1)c1ccc2c(c1)N(Cc1ccc(Cl)cc1)CCS2	1.2	0	i	i	i	i	i	i	i	i	i
CCOC(=O)CSc1nnc(CNC(=O)c2cccs2)n1-c1cc(OC)ccc1OC	0.0	37	i	i	i	i	i	i	i	i	i
CC1(C)CC(=O)N(Cc2ccccc2)C(=O)C1	0.3	18	i	i	i	i	i	i	i	i	i
O=C(CC1C(=O)NCCN1Cc1cccc(Oc2ccccc2)c1)NCCn1cccn1 (configuration not stated)	-0.1	27	i	i	i	i	i	i	i	i	i
CC1=CC(C)(C)NC(=S)N1c1cccc2ccccc12	0.0	20	i	i	i	i	i	i	i	i	i
O=C(CCC(=O)NNC(=O)c1ccccc1[N+](=O)[O-])NCc1ccccc1	0.1	23	i	i	i	i	i	i	i	i	i
CCC(C)NC(=O)CNC(=O)Cn1c(C)cc2ccccc2c1=O (configuration not stated)	0.9	15	i	i	i	i	i	i	i	i	i
Cc1cc(C)nc(NS(=O)(=O)c2ccc(NC(=S)NC(=O)c3ccco3)cc2)n1	-0.2	20	i	i	i	i	i	i	i	i	i
O=C1N=C(N2CCOCC2)S/C1=C/c1ccc(-c2ccccc2Cl)o1	-0.4	38	i	i	i	i	i	i	i	i	i
O=C(CCCN1C(=O)c2ccccc2C1=O)Nc1nccs1	0.3	9	i	i	i	i	i	i	i	i	i
O=C(Nc1ccc(OCc2ccccc2)cc1)c1cccc([N+](=O)[O-])c1	0.0	21	i	i	i	i	i	i	i	i	i
Cc1ccc(C(=O)CC(C(=O)O)n2ccc(C)n2)cc1 (configuration not stated)	0.2	12	i	i	i	i	i	i	i	i	i
O=C(NC1CC1)C(Cc1ccccc1)NS(=O)(=O)c1ccccc1F (configuration not stated)	-30	0	i	i	i	i	i	i	i	i	i
NC(=O)C[n+]1cccc(/C=N/O)c1	-0.1	.	i	i	i	i	i	i	i	i	i
Cn1c(N)c(C(=O)COC(=O)c2ccccn2)c(=O)n(C)c1=O	-0.7	27	i	i	i	i	i	i	i	i	i
O=C(NCc1ccccc1)c1onc(CSc2ccc(F)cc2)c1C(=O)NCCCN1CCOCC1	2.0	5	i	i	i	i	i	i	i	i	i
COCC(C)n1c(SCc2ccc(C(=O)OC)cc2)nc2ccccc2c1=O (configuration not stated)	0.3	5	i	i	i	i	i	i	i	i	i
Cn1c(CN2CCOCC2)nnc1SCC(=O)Nc1cccc(C(F)(F)F)c1	0.0	26	i	i	i	i	i	i	i	i	i

Bioassay records deposited in PubChem BioAssay by several laboratories.

Some of the compounds tested; the hit share may differ from the screen's.
